# Source: PubChem BioAssay
# GLS inh: glutaminase GLS (human) inhibition; Potency, µM (highest dose often 45.5 µM), without a hit: at the top dose activity change, negative = inhibition, most hits filed as inhibitors; O94925; GLS enzymatic activity, qHTS titration; actives 0.21% (n = 410,000); also: % is scaled to controls: 0 for no effect and ±100 for the full control effect
#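 Human kidney-isoform GLS in 45 mM KH2PO4 pH 8.2, 0.02% Tween-20, with compound, started with 1mM L-Glutamine (added stock). Glutamate oxidase/HRP/Amplex red coupled fluorescence read at start and after 30 min at RT.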
# PGK inhibitor: inhibitors of T. brucei phosphoglycerate kinase; P07378; PGK/GAPDH coupled, Kinase-Glo luminescence, 60 min; Potency, µM (doses to about 57.5 µM), without a hit: at the top dose activity change, negative = inhibition, actives largely listed as inhibitors; actives 0.043% (n = 380,000); also: % is scaled to controls: 0 for no effect and ±100 for the full control effect; nearly all actives have a fitted effect of over 60% in size
# Target sequence (P07378 whole entry, looked up): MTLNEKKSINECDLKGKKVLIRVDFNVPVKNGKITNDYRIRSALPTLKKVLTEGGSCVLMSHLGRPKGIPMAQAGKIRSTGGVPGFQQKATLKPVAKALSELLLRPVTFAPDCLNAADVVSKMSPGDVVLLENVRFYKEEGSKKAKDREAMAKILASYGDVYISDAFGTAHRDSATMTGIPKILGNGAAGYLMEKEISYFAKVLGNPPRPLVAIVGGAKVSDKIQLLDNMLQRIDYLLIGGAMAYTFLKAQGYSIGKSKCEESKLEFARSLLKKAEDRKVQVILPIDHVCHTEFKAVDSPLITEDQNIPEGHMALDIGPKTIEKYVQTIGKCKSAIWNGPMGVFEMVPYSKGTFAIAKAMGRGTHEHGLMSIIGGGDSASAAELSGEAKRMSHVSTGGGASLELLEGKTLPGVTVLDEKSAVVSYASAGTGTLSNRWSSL
#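 Luminescent ATP detection (Kinase-Glo Plus) follows a 60-minute room-temperature incubation, with wells lacking PGK as controls. Buffer: 100 mM TEA (pH 7.6), 5 mM MgCl2, 0.01% Tween-20. Coupling enzyme GAPDH (100 nM final) supplies unstable 1,3-BPG in-well.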
# RGS4 inh: blocks human RGS4-accelerated GTP hydrolysis. Potency, µM (highest dose often 114 µM), for inactives: at the highest dose activity change, negative = inhibition, hits mostly inhibitors. P49798. actives 0.039% (n = 390,000). Transcreener GDP fluorescence polarization, RGS4-accelerated GTP hydrolysis; also: % is scaled to controls: 0 for no effect and ±100 for the full control effect; nearly all actives have a fitted effect of over 75% in size; some results filed as inactive show a strong effect at the top dose
#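 MLSMR compounds (23 nl, pin-transferred) preincubated 10 min at room temperature with a 500nM (2x) first reagent, then RGS4 at 900nM (2x) plus Transcreener GDP mix added; fluorescence polarization (620/688 nm) read before and after 90 min at 30 °C.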
# JMJD2A Tudor: JMJD2A Tudor domain (human) inhibition | O75164 | AlphaScreen JMJD2A-Tudor / H3K4me3 peptide binding | Potency, µM (top dose mostly 114 µM), for the others: top-dose activity change, negative = inhibition, actives largely listed as inhibitors | actives 4.4% (n = 390,000) | AID 504339; also: % is scaled to controls: 0 for no effect and ±100 for the full control effect; nearly all actives have a fitted effect of over 50% in size
# TrxR1 inh: inhibitors of rat thioredoxin reductase 1; O89049; recombinant rTrxR1, NADPH fluorescence consumption, selenite substrate; Potency, µM (series often up to 114 µM), without a hit: at the highest dose activity change, negative = inhibition, usual class: inhibitors; actives 1% (n = 390,000); AID 588453; also: % is scaled to controls: 0 for no effect and ±100 for the full control effect; nearly all actives have a fitted effect of over 65% in size
# Target sequence (O89049 whole entry, looked up): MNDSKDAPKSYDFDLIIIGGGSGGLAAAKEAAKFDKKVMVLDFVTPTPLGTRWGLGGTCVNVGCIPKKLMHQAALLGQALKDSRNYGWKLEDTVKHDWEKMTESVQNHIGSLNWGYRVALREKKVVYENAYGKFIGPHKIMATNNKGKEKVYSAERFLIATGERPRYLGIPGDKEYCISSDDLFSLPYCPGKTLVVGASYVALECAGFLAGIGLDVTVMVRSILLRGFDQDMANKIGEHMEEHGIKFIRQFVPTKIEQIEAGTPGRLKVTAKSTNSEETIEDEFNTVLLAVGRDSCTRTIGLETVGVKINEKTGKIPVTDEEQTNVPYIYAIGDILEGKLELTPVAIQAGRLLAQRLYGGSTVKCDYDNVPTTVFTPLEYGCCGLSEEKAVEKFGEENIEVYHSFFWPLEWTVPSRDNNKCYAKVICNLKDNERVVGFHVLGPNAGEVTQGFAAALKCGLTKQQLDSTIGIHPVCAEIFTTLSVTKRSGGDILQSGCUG
#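 Rat TrxR1 (90 nM in the dispensed reagent) was pre-reduced with 400 uM NADPH for 5 min at room temperature, then incubated with compound for 15 min. After 400 uM selenite was added, NADPH fluorescence (Ex 340/Em 450 nm) was followed for 8 min.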
# ERG Ets-DNA blk: ERG Ets/DNA interaction inhibition. P11308. fluorescence polarization, His-ERG Ets domain / labelled DNA. Potency, µM (series often up to 76.9 µM), for inactives: top-dose FP activity, negative = inhibition, usual class: inhibitors. actives 0.028% (n = 370,000). AID 624246; active = well fitted inhibition curve with a large enough effect in the polarisation, with a control signal flat; inconclusive = small, poorly fitted or top-dose-only effect, or effect the other way, or a change in a side signal; inactive = no such curve, though single readings can be large or run the other way; the % refers to the polarisation;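 also: polarization taken with two DNA probes labelled with fluorescein and Texas red; % of control where 0% means no effect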
#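 His-tagged ERG Ets domain (1 uM in the protein solution; 300mM KCl, 50mM Tris-HCl, 1mM EDTA, 1mM DTT, pH 7.5) received compound, then a probe mix of 5 nM fluorescein-DNA and 100nM Texas-615-DNA. Fluorescence polarization was read for both dyes.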
# HP1b binding inh: inhibitors of HP1-beta chromodomain binding to methylated histone tails | P83916 | AlphaScreen HP1-beta / biotin-H3K9me3 peptide binding | Potency, µM (highest dose often 114 µM), without a hit: top-dose activity change, negative = inhibition, usual class: inhibitors | actives 0.56% (n = 390,000) | AID 540317; also: nearly all actives have a fitted effect of over 70% in size; inactives centre near 23
#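 HP1-beta protein (50 nM final) preincubated 30 min at room temperature with biotinylated H3(1-18)K9me3 peptide (50 nM) in PBS pH 7.4, 0.01% Tween-20, then compound added for 30 min. AlphaScreen streptavidin donor/nickel chelate acceptor beads (10 ug/mL final), 30 min dark, luminescence read.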
# 12-LOX inh: blocks human arachidonate 12S-lipoxygenase. purified 12hLO, xylenol orange hydroperoxide absorbance. Potency, µM (series often up to 108 µM), for inactives: top-dose activity change, negative = inhibition, most hits filed as inhibitors. actives 1.1% (n = 580,000). AID 1671190; also: % is scaled to controls: 0 for no effect and ±100 for the full control effect
#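 Purified human 12hLO (150 nM final) in 25 mM Hepes, 0.01% Triton X-100, pH 7.0 was preincubated 15 min at room temperature with compound. Then 40 uM arachidonic acid was added, 30 min. Hydroperoxide was read by Fe-XO absorbance ratio 573/405 nm.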
# Pin1 inh: blocks the human prolyl isomerase Pin1; Q13526; Pin1 FP peptide displacement, HiFluor488, 10 min; Potency, µM (series often up to 115 µM), for the others: at the top dose activity, negative = inhibition, hits mostly inhibitors; actives 0.009% (n = 390,000); active = well fitted inhibition curve with a large enough effect in the polarisation, with a control signal flat, not every such curve was filed as active; inconclusive = small, poorly fitted or top-dose-only effect, or effect the other way, or a change in a side signal; inactive = no such curve, though single readings can be large or run the other way; the % refers to the polarisation; also: % is scaled to controls: 0 for no effect and ±100 for the full control effect
# Target sequence (Q13526 whole entry, looked up): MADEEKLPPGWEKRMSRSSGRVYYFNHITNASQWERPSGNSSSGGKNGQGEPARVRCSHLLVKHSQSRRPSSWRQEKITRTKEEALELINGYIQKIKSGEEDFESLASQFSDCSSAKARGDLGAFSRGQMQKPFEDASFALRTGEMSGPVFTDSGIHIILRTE
# An asterisk follows results filed as active; i = inactive; ? = inconclusive; . = no result given; & = joins results of further samples; ! = a repeat was not active; [ ] = dose if it differs, or a comment. Unless noted, calls follow the shape of the dose curve; as a rule, active = well fitted curve in the direction sought with a large enough effect; inconclusive = small, poorly fitted or top-dose-only effect, or another doubt; inactive = no such curve, though single readings can be large; an effect the other way counts as inactive or inconclusive. Potency is read from the fitted curve at half-maximal effect. A portion of the library; the hit share may differ from the screen's.
1. COc1ccc2c(C(=O)c3ccc(C)cc3)n(Cc3ccc(C(N)=O)cc3)[n+]([O-])c2c1
2. CC(=O)c1c(C)[nH]c(C(=O)CN2C(=O)NC(C)(C)C2=O)c1C
3. CCOc1ccc(N(CC(=O)Nc2ccc(OC)cc2)S(=O)(=O)c2c(C)noc2C)cc1
4. CC(=O)Nc1ccc2nc(SCCOc3ccc(C)cc3)sc2c1
5. c1ccc(-c2n[nH]c3ccccc23)cc1
6. COc1ccc2c(C)cc(Sc3nnnn3-c3ccccc3)nc2c1
7. Cc1ccc(OCC(=O)NC(=S)Nc2ccc(Br)c(C)n2)cc1
8. Cc1ccc2ccc3c(c2n1)NS(=O)(=O)c1ccccc1-3

Assay by compound,1,2,3,4,5,6,7,8
GLS inh,2%,-12%,1%,-16%,-1%,4%,7%,.
PGK inhibitor,-5%,i,6%,-8%,-8%,i,.,.
RGS4 inh,22%,-45%,-7%,-41%,5%,23%,8%,-16%
JMJD2A Tudor,?,-8%,-12%,?,5%,-2%,-17%,?
TrxR1 inh,10%,0%,-19%,21%,1%[57.1 µM],-11%,11%,-7%
ERG Ets-DNA blk,-4%,5%,-4%,5%,-4%,1%,.,.
HP1b binding inh,9%,21%,34%,55%[activator],22%,20%,22%,23%
12-LOX inh,?,?,9%,-4%,3%,23%,17%,.
Pin1 inh,4%,1%,-3%,-2%,0%,-5%,4%,-2%

# Entries listed so far that have an aryl thioether with sulfur outside any ring (two):
4. CC(=O)Nc1ccc2nc(SCCOc3ccc(C)cc3)sc2c1
6. COc1ccc2c(C)cc(Sc3nnnn3-c3ccccc3)nc2c1

Assay by compound,4,6
GLS inh,-16%,4%
PGK inhibitor,-8%,i
RGS4 inh,-41%,23%
JMJD2A Tudor,?,-2%
TrxR1 inh,21%,-11%
ERG Ets-DNA blk,5%,1%
HP1b binding inh,55%[activator],20%
12-LOX inh,-4%,23%
Pin1 inh,-2%,-5%

# More records follow.
9. COC(=O)c1ccc(OS(=O)(=O)c2ccc(NC(C)=O)cc2)cc1
10. COc1cccc(CNC(=O)c2ccccc2C(=O)NC(C)(C)C(=O)NCc2cccc(OC)c2)c1
11. O=C(NNc1c(F)c(F)cc(F)c1F)c1cc2ccccc2oc1=O
12. CCCCn1c(=O)c(CCC(=O)OCC(=O)Nc2ccc(F)c(Cl)c2)nc2ccccc21
13. CCOc1ccccc1OCC(=O)NC1CCCCC1
14. Cc1ccc(S(=O)(=O)NCC(=O)N(CC(=O)NC2CCCC2)c2ccc3c(c2)OCCO3)cc1
15. O=C(NC1CC1)c1cc(Cl)nc2ccccc12
16. O=S1(=O)CCC(NC(=S)N2CCOCC2)C1 (stereo unspecified)

Assay by compound,9,10,11,12,13,14,15,16
GLS inh,-1%,14%,0%,-12%,.,1%,7%,4%
PGK inhibitor,-6%,0%,-6%,i,-2%,-5%,-4%,1%
RGS4 inh,-9%,27%,20%,-29%,-11%,?,6%,-3%
JMJD2A Tudor,-12%,-10%,-3%,-10%,6%,-14%,-7%,9%
TrxR1 inh,-5%,-9%,19%[57.1 µM],7%,3%,6%,3%[57.1 µM],-10%
ERG Ets-DNA blk,-2%,1%,-9%,-21%,1%,-7%,2%,-6%
HP1b binding inh,37%,34%,14%,25%,34%[activator],8%,23%,45%[activator]
12-LOX inh,-12%,12%,9%,13%,0%,17%,-12%,-6%
Pin1 inh,2%,0%,0%,31%[activator],0%,-4%,-10%,-4%

17. Cn1c(Cn2c(=O)sc3ccccc32)nnc1SCC(=O)Nc1ccccc1F
18. O=C(NC1=NCCS1)c1cccs1
19. Cc1ccc(S(=O)(=O)Nc2ccc3[nH]c(=O)sc3c2)cc1C
20. CS(=O)(=O)N1CCc2cc(C(=O)Nc3ccc(O)cc3)ccc21
21. COC(=O)C1CN(C(=O)COc2ccccc2)c2ccccc2O1 (stereo unspecified)
22. COc1ccc(/C=N/Nc2nn3cnnc3c3ccccc23)cc1
23. CCCCCn1c(N)c(-c2nc3ccccc3s2)c2c([N+](=O)[O-])nn(CC)c(=O)c21
24. CC(C)NC(=O)c1ccc2c(=O)n(Cc3ccco3)c(=S)[nH]c2c1

Assay by compound,17,18,19,20,21,22,23,24
GLS inh,-7%,-2%,5%,?,-8%,?,12%,-10%
PGK inhibitor,i,i,i,i,i,-2%,4%,0%
RGS4 inh,-2%,-37%,-2%,-41%,3%,-11%,11%,-4%
JMJD2A Tudor,-5%,?,-18%,-18%,1%,-8%,-35%,-2%
TrxR1 inh,11%[57.1 µM],54%[activator][57.1 µM],25%[57.1 µM],8%[57.1 µM],17%,5%[57.1 µM],10%,-10%
ERG Ets-DNA blk,0%,4%,-5%,1%,-11%,-8%,-2%,-7%
HP1b binding inh,56%[activator],78%[activator],20%[57 µM],49%,50%[activator],13%,?,35%[activator]
12-LOX inh,15%[57.4 µM],0%,?,-3%,0%,9%,-3%,-12%
Pin1 inh,-2%,1%,-10%,-1%,-4%,0%,9%,-1%

25. CCOCCCNC(=O)CCC(=O)NNc1nc2ccccc2c2nc(-c3ccccc3)nn12
26. Cc1cc(-n2c(C)cc(C(=O)CSc3[nH]c(=O)cc(C(F)(F)F)c3C#N)c2C)no1
27. Cc1cc(C)c(CN2CCN(C(=O)Cn3ccc(N)nc3=O)CC2)c(C)c1
28. CSCCC(NS(=O)(=O)c1ccccc1)C(=O)OCc1cc(=O)oc2cc(O)ccc12 (stereo unspecified)
29. Cc1cccc(C(C)C)c1NC(=O)COC(=O)CNS(=O)(=O)c1ccccc1
30. COc1ccc(CCNC(=O)CSC2=Nc3ccccc3C3=NC(CCC(=O)NCc4ccccc4)C(=O)N23)cc1OC (stereo unspecified)
31. Cc1ccc(C(=O)COc2ccccc2-c2ccccc2)cc1
32. NC(=NCCCCCCN=C(N)/N=C(\N)Nc1ccc(Cl)cc1)/N=C(\N)Nc1ccc(Cl)cc1

Assay by compound,25,26,27,28,29,30,31,32
GLS inh,?,1%,2%,13%,3%,37%[activator],4%,?
PGK inhibitor,3%&-4%,3%,3%,-1%,-7%,i,i,-3%&17%&0%
RGS4 inh,2%&-6%,4%,9%,-2%,15%,1%,-13%,-23%&-41%&4%
JMJD2A Tudor,-21%&-27%,-20%,-13%,-12%,-9%,-2%,77%[activator],-32%&-15%
TrxR1 inh,12%,4%,20%[57.1 µM],-5%,0%,10%[57.1 µM],4%,1%&-5%&10%
ERG Ets-DNA blk,-5%&-21%,3%,12%,.,4%,1%,-3%,?
HP1b binding inh,31%&42%,-3%,6%,4%,27%,30%,208%[activator],23%&3%&21%
12-LOX inh,-2%&-9%,-15%,3%,?,2%,-13%,5%,32µM*!
Pin1 inh,-2%&-2%,-16%,-8%,7%,2%,0%,3%,14%&11%&-6%

33. CC1=Nc2cc(C(=O)NCc3ccco3)ccc2Sc2ccc(C)cc21
34. CC(=O)c1cnc2nc(SCc3ccc(Cl)cc3)nn2c1C
35. OCCNc1nc(N2CCOCC2)nc(N2CCOCC2)n1
36. Cc1c(C(=O)NC(C)CCc2ccccc2)cccc1[N+](=O)[O-] (stereo unspecified)
37. O=C(c1ccc(S(=O)(=O)Cc2cc(F)ccc2F)c([N+](=O)[O-])c1)N1CCCC1
38. O=C(NNS(=O)(=O)c1ccc(Cl)cc1)C1CCN(Cc2ccccc2)CC1
39. O=C(Nc1ccccc1)N1CCC(C(=O)N(Cc2ccco2)Cc2cccs2)CC1
40. O=C1CCC2(CCCCC2)N1
41. Cc1c(NC(=O)c2ccc3c(c2)C(=O)N(CC2CCCO2)C3=O)cccc1C(=O)O (stereo unspecified)
42. CCOc1cc(/C=N/NC(=O)c2nnn(-c3nonc3N)c2C)ccc1OCc1ccc(F)cc1

Assay by compound,33,34,35,36,37,38,39,40,41,42
GLS inh,-17%,-13%,0%,-5%,-2%,21%,1%,-3%,2%,-5%
PGK inhibitor,i,i,7%,-9%,i,i,1%,i,-7%,2%
RGS4 inh,-13%,3%,15%,-46%[11.4 µM],-24%,1%[56.9 µM],-27%,2%,-11%,-35%[56.9 µM]
JMJD2A Tudor,?,-5%,-10%,-8%[11.4 µM],-2%,-19%[57.1 µM],-17%,-3%,3%,-11%
TrxR1 inh,-21%,4%[57.1 µM],11%[57.1 µM],19%[57.1 µM],10µM*,14%,6%,17%,-14%,42%[activator][57.1 µM]
ERG Ets-DNA blk,23%,6%,6%,-15%,-4%,7%,1%,4%,0%,0%
HP1b binding inh,-26%,59%[activator],29%,?,47%[activator],73%[activator],22%,40%[activator],15%,72%[activator]
12-LOX inh,-14%,8%,5%,0%,0%,-10%,0%,-15%,481%[activator],15%
Pin1 inh,16%,9%,3%,-4%,1%,-12%,-4%,-1%,0%,62%[activator]

# Record cards, as listed above. Order of screens: GLS inh, PGK inhibitor, RGS4 inh, JMJD2A Tudor, TrxR1 inh, ERG Ets-DNA blk, HP1b binding inh, 12-LOX inh, Pin1 inh
# Listed for NC(=NCCCCCCN=C(N)/N=C(\N)Nc1ccc(Cl)cc1)/N=C(\N)Nc1ccc(Cl)cc1 : ?, -3%&17%&0%, -23%&-41%&4%, -32%&-15%, 1%&-5%&10%, ?, 23%&3%&21%, 32µM*!, 14%&11%&-6%
# Listed for O=C(NNS(=O)(=O)c1ccc(Cl)cc1)C1CCN(Cc2ccccc2)CC1 : 21%, i, 1%[56.9 µM], -19%[57.1 µM], 14%, 7%, 73%[activator], -10%, -12%
